GPR151 ag – activators of human GPR151, primary screen, cell-based, PathHunter beta-arrestin, luminescence; G-protein coupled receptor 151 (Homo sapiens), Q8TDV0; PathHunter beta-arrestin GPR151 cells; activation, % at 11.2 µM; 650,000 compounds, 1% hits; in the data active = activation above about 4.9%;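 note: 0% = median of compound wells and 100% = cells with positive control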
Target sequence (Q8TDV0 whole entry, looked up): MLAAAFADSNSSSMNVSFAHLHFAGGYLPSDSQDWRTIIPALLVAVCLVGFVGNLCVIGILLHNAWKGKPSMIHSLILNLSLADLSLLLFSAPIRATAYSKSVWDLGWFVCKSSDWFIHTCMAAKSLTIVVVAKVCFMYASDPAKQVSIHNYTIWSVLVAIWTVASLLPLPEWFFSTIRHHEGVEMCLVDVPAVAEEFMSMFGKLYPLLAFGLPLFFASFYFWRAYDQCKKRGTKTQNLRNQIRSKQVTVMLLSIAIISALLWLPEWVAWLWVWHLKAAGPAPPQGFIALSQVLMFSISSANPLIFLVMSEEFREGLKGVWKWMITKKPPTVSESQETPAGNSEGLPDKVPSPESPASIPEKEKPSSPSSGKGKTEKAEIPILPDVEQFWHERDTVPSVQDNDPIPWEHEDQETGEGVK
MITF primary – MITF inhibitors, primary screen, biochemical, AlphaScreen, human; Microphthalmia-associated transcription factor (Homo sapiens), O75030; AlphaScreen MITF homodimerization, bead proximity signal; inhibition, % at 2.6 µM; 650,000 compounds, 0.91% hits; in the data active = inhibition above about 50%;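 note: 0% = vehicle wells with protein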
Target sequence (O75030 whole entry, looked up): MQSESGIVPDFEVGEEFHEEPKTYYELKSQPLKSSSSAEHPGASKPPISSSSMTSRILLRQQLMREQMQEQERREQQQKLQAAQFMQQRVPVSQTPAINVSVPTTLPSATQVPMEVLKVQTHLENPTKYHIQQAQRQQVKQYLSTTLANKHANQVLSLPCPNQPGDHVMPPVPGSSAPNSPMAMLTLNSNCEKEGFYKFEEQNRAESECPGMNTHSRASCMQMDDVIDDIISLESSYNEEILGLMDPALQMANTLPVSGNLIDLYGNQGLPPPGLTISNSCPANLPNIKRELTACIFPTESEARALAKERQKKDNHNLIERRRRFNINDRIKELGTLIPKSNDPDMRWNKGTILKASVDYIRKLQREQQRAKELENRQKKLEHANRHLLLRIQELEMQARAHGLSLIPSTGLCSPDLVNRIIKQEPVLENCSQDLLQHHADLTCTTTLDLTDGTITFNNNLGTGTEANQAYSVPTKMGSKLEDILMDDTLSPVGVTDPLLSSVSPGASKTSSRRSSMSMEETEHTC
TEAD-YAP block – TEAD-YAP interaction inhibition, primary screen, TEAD-YAP interaction inhibitor project, luminescence, HEK-TIYL cells; TEAD-Gal4/YAP UAS-luciferase luminescence; inhibition, % at 9.12 µM; 640,000 compounds, 1.4% hits; AID 1259422, 2018; in the data active = inhibition above about 32%;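 note: 0% = median of test compound wells and 100% = reference inhibitor wells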
FBW7 act – FBW7 E3 ligase activators, primary screen, biochemical, AlphaScreen, human; F-box/WD repeat-containing protein 7 (Homo sapiens), Q969H0; AlphaScreen FBW7–phospho-cyclin E peptide binding, activator screen; normalized activity (activation), % at 26.1 µM; 650,000 compounds, 0.13% hits; AID 1259310, 2017; in the data active = normalized activity above about 1.9%;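 note: purified mutant Fbw7 with reduced substrate affinity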
The depositor's hits bear a star; x = no result given; & = joins results of further samples. No enrichment for hits; any-hit rate near 3.4%.

SMILES	GPR151 ag	MITF primary	TEAD-YAP block	FBW7 act
Cc1ccc(NC(=O)CN(Cc2ccc(Br)cc2)S(=O)(=O)c2ccccc2)c(C)c1	1.1	7	6	-0.1
Cc1ccc2oc(-c3cc(NC(=O)c4ccc(I)cc4)ccc3Cl)nc2c1	-0.2	0	-16	0.0
Cc1cc(C)c(N2C(=O)CN(Cc3ccccc3)C2=S)c(C)c1	-0.4	0	-5	0.0
O=C(C1CCCN1S(=O)(=O)c1cccc2nsnc12)N1CCCc2ccccc21 (configuration not stated)	0.5	16	6	0.6
CC(C(=O)Nc1ccc(Cl)c(C(F)(F)F)c1)N1C(=O)c2ccccc2C1=O (configuration not stated)	-1.3	-1	1	0.1
CC(C)(C)C1CCc2c(sc(NC(=O)CCC(=O)O)c2C(=O)Nc2ccccc2Cl)C1 (configuration not stated)	0.8	10	-11	0.0
CCOC(=O)c1c(NC(=O)C(C)Sc2nnc(CNC(=O)c3cccc(C)c3)n2-c2ccc(F)cc2)sc2c1CCC2 (configuration not stated)	-0.8	-9	3	0.1
CCc1nn(CC(=O)O)c(=O)c2ccccc12	1.2	3	1	-0.1
COC(=O)c1sccc1NC(=O)CN1Cc2ccccc2C1=O	2.2	12	3	0.3
COC(=O)C1=C(C(=O)OC)[C@@H]2Nc3ccccc3[C@@]23C[C@@H](C(=O)OC)N(C(=O)N2CCNC2=O)C3=N1	0.5	-2	x	-0.1
O=C1c2ccc3c4c(ccc(c24)C(=O)N1Cc1ccco1)C(=O)N(Cc1ccco1)C3=O	3.6	9	9	-0.1
OC1CCN(c2ncnc3c2nnn3Cc2c(F)cccc2Cl)CC1	2.1	8	4	-0.2
NS(=O)(=O)c1ccc(CCNC(=O)c2ccc(C#Cc3ccccc3)o2)cc1	2.1	9	18	-0.1
Cc1c(C(=O)Nc2c3c(nn2-c2ccc(F)cc2)CS(=O)(=O)C3)cccc1[N+](=O)[O-]	-1.6	6	-1	-0.1
Cc1cc(C)nc(N2CCC(N(CC3CC3)C(=O)c3cccnc3)CC2)n1	2.1	-3	0	-0.1
COc1cccc(/C=C(\C#N)C(=O)Nc2cccc3ncccc23)c1OC	1.3	-5	0	-0.2
CCOC(=O)c1c(NC(=O)C(C)Sc2nnc(CNC(=O)c3cccs3)n2-c2cccc(C)c2)sc2c1CCC2 (configuration not stated)	-0.4	0	2	0.1
COc1ccc(NC(=O)C2=C(C)Nc3ncnn3C2c2ccc(F)cc2)cc1 (configuration not stated)	-1.3	-10	-10	0.1
Cc1onc(-c2ccccc2Cl)c1-c1nc(-c2cccnc2)no1	-1.8	4	58*	0.0
O=c1c(S(=O)(=O)c2ccccc2)c[nH]c2ccc(Cl)cc12	2.0	9	6	0.2

Reprinted from the entries so far, 6 compounds:
SMILES	GPR151 ag	MITF primary	TEAD-YAP block	FBW7 act
COC(=O)c1sccc1NC(=O)CN1Cc2ccccc2C1=O	2.2	12	3	0.3
COC(=O)C1=C(C(=O)OC)[C@@H]2Nc3ccccc3[C@@]23C[C@@H](C(=O)OC)N(C(=O)N2CCNC2=O)C3=N1	0.5	-2	x	-0.1
O=C1c2ccc3c4c(ccc(c24)C(=O)N1Cc1ccco1)C(=O)N(Cc1ccco1)C3=O	3.6	9	9	-0.1
OC1CCN(c2ncnc3c2nnn3Cc2c(F)cccc2Cl)CC1	2.1	8	4	-0.2
NS(=O)(=O)c1ccc(CCNC(=O)c2ccc(C#Cc3ccccc3)o2)cc1	2.1	9	18	-0.1
Cc1c(C(=O)Nc2c3c(nn2-c2ccc(F)cc2)CS(=O)(=O)C3)cccc1[N+](=O)[O-]	-1.6	6	-1	-0.1

Next section:
SMILES	GPR151 ag	MITF primary	TEAD-YAP block	FBW7 act
O=S(=O)(c1ccc(N2CCOCC2)cc1)N1CCOCC1	-0.6	15	-1	0.1
O=C(c1nn2c(c1Cl)NC(c1ccco1)CC2C(F)(F)F)N1CCOCC1 (configuration not stated)	-0.1	16	1	-0.1
COc1cccc2cc(C(=O)N3CCN(C45CC6CC(CC(C6)C4)C5)CC3)c(=O)oc12	-0.3	3	-4	0.0
CCOC1=NN(c2ccc([N+](=O)[O-])cc2)C(=O)/C1=C\c1cc(OC)ccc1OC	-0.6	9	7	0.1
COc1ccc(NC(=O)CSc2ccc3nnc(-c4ccc(F)cc4)n3n2)c(OC)c1	1.3	-1	-18	-0.3
CCc1ccc(C2=CC(c3cccc(F)c3)n3ncnc3N2)cc1 (configuration not stated)	2.3	2	2	-0.1
CC(=O)c1ccc(N(CC(=O)NC2CCCCC2)C(=O)CNC(=O)c2cccs2)cc1	-0.1	10	-16	0.0
COc1cc(Nc2nc(NCCN3CCOCC3)nc3nc[nH]c23)cc(OC)c1OC	0.1	-5	2	-0.1
COc1ccc(NCC(=O)NN=C2CCC(C)CC2)cc1 (configuration not stated)	-0.5	13	11	-0.2
COc1cccc(NC(=O)CN2CCC3(CC2)NC(=O)c2ccccc2O3)c1	-1.4	6	0	-0.1
CCC(C)C(=O)NCc1nnc2n1CCN(Cc1ccccc1C)CC2 (configuration not stated)	1.3	-4	-3	-0.1
COc1ccc(-c2cccc(C(=O)NCCCN3CCCC3=O)n2)cn1	-0.4	11	-8	0.2
Cc1ccc(NC(=O)NCCNc2cc(-n3cccn3)ncn2)cc1Cl	-1.2	3	18	0.1
O=C(CN1CCC(C(=O)c2ccccc2)CC1)NCc1cccs1	-0.5	7	14	0.0
c1cc(CN2CCN(C3CCCC3)CC2)ccn1	-1.4	79*	4	0.5
Cc1ccc(-c2cc(C(=O)Nc3ccccc3Br)c3ccccc3n2)cc1	-0.4	56*	-14	-0.1
Cc1cc(-c2ccccc2)sc1/C(O)=C/c1nc2ccccc2[nH]c1=O	-0.6	0	-3	0.0
CCc1ccc(C2Nc3ccccc3NC3=C2C(=O)CC(c2ccc(OC)cc2)C3)s1 (configuration not stated)	0.5	8	-2	0.1
CC(=O)Nc1ccc(S(=O)(=O)Nc2ccc(-n3cc(-c4cnccn4)cn3)cc2)cc1	-0.5	3	12	-0.2
Cc1c(NC(=O)CSc2nnc3sc4ccccc4n23)c(=O)n(-c2ccccc2)n1C	-0.2	-1	10	0.2
CCCN(CCC)S(=O)(=O)c1ccc(C(=O)Nc2nc(-c3cccc(C)c3C)cs2)cc1	-0.6	-3	-10	-0.1
CCCNc1nc(NCc2ccc3c(c2)OCO3)nc2c1ncn2CCN1CCCC1=O	-1.9	-1	-12	0.4
CC(C)(C)C(=O)Nc1nc(CC(=O)Nc2cccc(F)c2)cs1	1.4	-2	10	-0.1
CC(=O)c1ccc(N2CCN(C/C=C/c3ccccc3[N+](=O)[O-])CC2)cc1	-1.3	28	-3	0.0
FC(F)(F)CNc1ccc(-c2ccc3c(c2)OCO3)cn1	-0.6	13	-65	-0.2
CC(=O)c1cc(F)c(N2CCCCCC2)cc1C	2.1	-2	8	0.0
CCOc1ccccc1N1CCN(S(=O)(=O)CC)CC1	0.1	7	-11	0.0
COc1ccccc1NS(=O)(=O)c1cc(-c2n[nH]c(=O)c3ccccc23)ccc1C	0.0	2	-19	0.0
CCCCCCNC(=O)C(=O)Nc1cccc(Cl)c1	-1.2	-4	-16	0.0
COc1ccccc1C(=O)N/C(=C/c1cccc([N+](=O)[O-])c1)C(=O)Nc1cccc(C(=O)O)c1	3.2	13	8	-0.1
NC(=O)NCCCC(N)C(=O)O (configuration not stated)	-1.6	-8	2	0.1
CCc1ccc(-n2c(=S)sc3c(=O)n(-c4ccc(C)cc4)c(SCC(=O)N(CC)c4cccc(C)c4)nc32)cc1	-0.2	7	27	0.1
COC1CCCN(Cc2nc(N)c3ccc(Cl)cc3n2)C1 (configuration not stated)	-0.9	11	-5	0.5
CC(C)n1c(Nc2ccncc2)nc2c(NCc3cccc(C(F)(F)F)c3)ncnc21	-3.1	9	-2	0.4
COCCn1c(SCC(=O)N2CCCC2)nnc1C(C)C	-0.5	-13	-3	-0.2
CN1CCN(C(=S)SCc2nc(N)nc(Nc3ccccc3)n2)CC1	1.0	-8	-21	-0.3
OCCN1CCN(c2ncc(-c3cccs3)n3ccnc23)CC1	-0.1	-18	-58	-0.7
CC(=O)N1CCN(C(=O)c2cccn2CC(=O)N2CCc3ccccc32)CC1	-0.6	16	-4	0.1
O=C1NC(=O)C(c2ccccc2[N+](=O)[O-])=C1Nc1ccc(O)c(Cl)c1	-1.4&-0.3	5&15	5	-0.3&0.1
CCOC(=O)C1=C(C)NC2=C(C(=O)C(C(=O)OCC)C(c3ccccc3OC)C2)C1c1ccc(C)cc1 (configuration not stated)	3.3	-2	13	0.0
CCn1c(C)cc2c(c1=O)C(c1ccccc1F)C(C(=O)OC)=C(N)O2 (configuration not stated)	-0.8	18	2	0.2
O=C(CSc1nc2[nH]ncc2c(=O)n1-c1ccc(Cl)cc1)Nc1ccc(-c2nc3ccccc3o2)cc1	1.2	3	-6	-0.1
Cn1c(=O)n(C)c(=O)n(CC(=O)N2CCCCC2)c1=O	-0.3	18	-3	0.3
O=C1CCCc2[nH]nc(-c3ccc(Cl)cc3)c21	-1.2	-10	-61	-0.1
Clc1ccc(-n2cc(-c3ccccc3)c3c(NCC4CCCO4)ncnc32)cc1 (configuration not stated)	-1.5	3	2	0.2
CC(=O)Nc1ccc(-c2nnc(SCc3ccc(Cl)cc3)n2C)cc1	0.7	8	-3	0.0
CS(=O)(=O)N1CCN(C(=O)c2cc(-c3cccnc3)nc3ccc(Cl)cc23)CC1	-1.3	-2	-1	-0.1
CCOc1ccc2[nH]cc(C(=O)N3CCNCC3)c(=O)c2c1	0.6	24	2	0.0
CCCn1c(=O)c2sccc2n2c(CCCC(=O)N3CCN(c4ccc(Cl)cc4)CC3)nnc12	-0.5	-12	5	0.1
CCOCCn1c(=O)c2c(nc3n(-c4ccccc4CC)c(C)cn23)n(C)c1=O	0.8	-17	-5	0.2

Other records follow.
SMILES	GPR151 ag	MITF primary	TEAD-YAP block	FBW7 act
COC(=O)c1sccc1NC(=O)c1nn(C)c2c1COc1ccccc1-2	-0.7	-4	-8	-0.3
FC(F)C(F)(F)c1nc2ccccc2[nH]1	-0.5	1	7	-0.1
COc1ccc(-n2cnc3cc(NCc4ccccn4)ccc32)cc1	0.4	-2	-6	-0.1
COc1cc(C(=O)NC(=S)Nc2ccccc2O)cc(OC)c1OC	-0.2	-2	12	-0.4
O=C(c1cc2nc(-c3ccc(Cl)c(Cl)c3)cc(C(F)(F)F)n2n1)N1CCCCCC1	1.2	11	7	-0.1
CCOc1ccc(N2C(=O)CC(N3CCN(c4ccccn4)CC3)C2=O)cc1 (configuration not stated)	-1.0	-7	-15	-0.2
O=C(Cc1n[nH]c(=O)[nH]c1=O)N/N=C\c1cc(Br)c(O)c(Br)c1	0.6	7	-10	-0.1
Cc1ccc(OCCOCCNCCN2CCOCC2)c(C(C)(C)C)c1	2.7	35	0	0.1
Cn1ccnc1Sc1ccc(S(=O)(=O)N2CCOCC2)cc1[N+](=O)[O-]	-1.5	-5	-6	-0.1
COc1ccccc1-c1cc(C(=O)N2C[C@H](C)N(Cc3ccco3)C[C@@H]2C)[nH]n1	2.0	-12	-13	0.1
O=C(CCCc1ccccc1)Nc1ccnn1C1CCN(C2CCSCC2)CC1	-1.6	1	13	-0.1
O=C(Nc1ccccc1C(F)(F)F)c1ccc2nccnc2c1	0.4	5	1	0.1
Cc1cccc2nc(-c3ccc(N)cc3)c(NCc3ccccc3)n12	-0.7	-1	-32	-0.1
CC(=O)Oc1ccccc1N1C(=O)c2ccc(-c3nc4ccccc4c(=O)o3)cc2C1=O	0.7	8	6	0.0
O=C(c1cccc(Cl)c1)N1N=C(c2ccco2)CC1c1ccco1 (configuration not stated)	2.2	8	5	0.0
CC1CCCCC1NS(=O)(=O)c1ccc(F)c(C(=O)Nc2cc(Cl)cc(Cl)c2)c1 (configuration not stated)	1.5	17	1	0.0
Cc1cc2ccccc2n1CCNS(=O)(=O)c1ccc(F)cc1	3.1	28	6	-0.8
Cc1ccc(OCCN2CCNCC2)cc1C	-1.3	10	1	0.0
O=C(CCC(=O)N1CCNCC1)Nc1nc(-c2cc3ccccc3oc2=O)cs1	-2.4	-2	-21	-0.2
CCOC(=O)CC1CCCCN1C(=O)CC1(c2cccc(F)c2)CC(=O)N(C)C1=O (configuration not stated)	0.6	1	1	0.0

Looked up by structure from above:
SMILES	GPR151 ag	MITF primary	TEAD-YAP block	FBW7 act
CCOCCn1c(=O)c2c(nc3n(-c4ccccc4CC)c(C)cn23)n(C)c1=O	0.8	-17	-5	0.2
CCc1nn(CC(=O)O)c(=O)c2ccccc12	1.2	3	1	-0.1

(list continues)
SMILES	GPR151 ag	MITF primary	TEAD-YAP block	FBW7 act
O=C(Cn1cnc2c(oc3ccccc32)c1=O)N1CCCC1	-1.2	12	-6	0.1
Cc1cc([N+](=O)[O-])ccc1-c1ccc(C(=O)Nc2ccc(-c3nc4ccccc4[nH]3)cc2)o1	-1.6	12	-4	0.0
Cc1ccc(/C=C/C(=O)O)cc1S(=O)(=O)NC1CCS(=O)(=O)C1 (configuration not stated)	0.2	8	5	0.1
COC(=O)c1ccc(NC(=O)C23CC4CC(C)(CC(C)(C4)C2)C3)cc1	2.8	5	6	0.1
CC1Cc2ccccc2N1C(=O)CSc1nnc(-c2c[nH]c3ccccc23)o1 (configuration not stated)	-1.4	-4	5	0.0
Cc1csc(Nc2ccccc2)[n+]1-c1ccccc1	1.6	18	8	-0.2

Screens as filed in PubChem BioAssay.
